Screening results deposited in PubChem by several laboratories.
CaV13 FRET inh: Disruptors of the CACNA1D IQ motif to Ca2+-dependent inactivation inhibitor domain association, primary screening, Förster resonance energy transfer in intact living …; inhibition, % at 12.3 µM; hit rate 0.098% among 340,000; HEK cells, CFP/YFP FRET ICDI-IQ, plate reader, 10 min; percent FRET-ratio fall versus neutral wells;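 active = mean replicate inhibition of at least 30% and at least 1% of replicates passing that level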;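 note: 0% = median of the neutral control wells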
HIF-2a inh: HIF-2a inhibition; 786-0 RCC cells HIF-2a reporter, luciferase luminescence, overnight; inhibition, % at 18.8 µM; hit rate 0.72% among 360,000; AID 624352;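 active = inhibition of the luminescence signal of 40% or more relative to plate controls, in a single-dose primary screen at 18.75 µM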
Active calls of the source: *. The list is partial, so the mix of outcomes need not match the whole.

Values run as follows: CaV13 FRET inh	HIF-2a inh
O=C(C[C@H]1CC[C@H](NC(=O)Nc2ccccc2F)[C@@H](CO)O1)NCc1ccc(-c2ccccc2)cc1
  -6	34
O=C(NC1CCCCC1)C(c1ccc(-c2ccccc2)cc1)n1c(=O)c(-c2ccco2)nc2ccccc21 (stereo unspecified)
  -7	-32
O=C(NCc1ccccc1)C(c1cc2ccccc2o1)n1c(=O)c(-c2ccco2)nc2ccccc21 (stereo unspecified)
  -13	-162
COC(=O)[C@]12CCCCC=C1N(CCc1ccc(OC)c(OC)c1)C(=O)[C@H](CC(=O)N1CCCCC1)C2
  -8	13
COC(=O)[C@@]12C[C@@H](CC(=O)NCCC(C)C)C(=O)N(Cc3ccco3)C1=CCC(C)(C)C2
  -9	1
COC(=O)C1=CN(c2ccc3c(c2)OCO3)C(N)=C(C#N)C1c1ccccc1 (stereo unspecified)
  -8	-51
COc1ccc(N2C(=O)c3ccccc3NC(=O)C2C(=O)NCC(C)C)cc1 (stereo unspecified)
  -4	-4
Cc1ccccc1S(=O)(=O)N1C[C@@H]2C(C(=O)C[C@@H]3C(=O)N(C)C(=O)[C@@H]32)[C@@H]1c1ccc(Cl)cc1 (stereo partly specified)
  -8	8
Cc1cc(NC(=O)OC(C)(C)C)c(-n2nnnc2C(C(=O)c2ccccc2)N2CCOCC2)cc1C (stereo unspecified)
  -16	-10
COc1cccc(C(=O)C(=O)N2CCN(C(=O)OCc3ccccc3)CC2)c1
  -7	-5
COc1ccc(N2C(=O)c3ccccc3NC(=O)C2C(=O)NCCc2ccccc2F)cc1 (stereo unspecified)
  -8	-17
CC(=O)N1CCC(C(=O)N2c3ccccc3N=C(c3ccc4c(c3)OCO4)C2C(=O)NCc2ccccc2)CC1 (stereo unspecified)
  -10	-146
COC(=O)C1=CN(c2ccc(F)cc2)C(N)=C(C#N)C1c1ccccc1 (stereo unspecified)
  -8	-17
COP(=O)(OC)OC(C(=O)c1ccccc1)c1ccc(Cl)cc1 (stereo unspecified)
  -10	5
COCCN1C(=O)CSCC1(C)C(=O)NC(C)C (stereo unspecified)
  -11	5
O=C(NC1CCCC1)C(C1CC1)n1c(C2CC2)nc2ccccc21 (stereo unspecified)
  -16	5
COC1=CC(=O)OC(c2ccccc2C(F)(F)F)C1 (stereo unspecified)
  -16	4
O=C(NC1CCCC1)C(c1ccccc1)n1c(-c2cccs2)nc2ccccc21 (stereo unspecified)
  -17	-2
CCCCNC(=O)c1nc(-c2cc3ccccc3[nH]2)oc1-c1ccccc1
  -4	13
CCOC(=O)[C@]12CCCC=C1N(CCc1ccc(OC)c(OC)c1)C(=O)[C@H](CC(=O)NCCCCc1ccccc1)C2
  -16	-10
CCCc1nc2ccccc2n1C(C)C(=O)NC(C)(C)C (stereo unspecified)
  -9	-84
CSCCC(C(=O)NC(C)(C)C)n1c(-c2ccc(C)cc2)nc2ccccc21 (stereo unspecified)
  -9	-164
O=C(Nc1ccc(F)cc1)C(CCc1ccccc1)N1CCN(c2ccncc2)CC1 (stereo unspecified)
  -10	-19
COc1ccc(C(C(=O)NCc2ccccc2)n2c(=O)c(-c3ccccc3)nc3ccccc32)cc1 (stereo unspecified)
  -8	8
O=C(C(=O)N1CCC(c2ccccc2)CC1)c1ccccc1
  -6	-16
CC1(C(=O)NCc2ccccc2)CSCC(=O)N1Cc1cccc(C(F)(F)F)c1 (stereo unspecified)
  -6	20
COC(=O)C1(C(=O)OC)c2ccccc2N(S(=O)(=O)c2ccc(C)cc2)C1CC(=O)c1ccccc1 (stereo unspecified)
  -14	-2
CC(C)(C)NC(=O)C(c1ccccc1F)n1c(=O)c(-c2cc3ccccc3[nH]2)nc2ccccc21 (stereo unspecified)
  -44	-50
O=C(NCc1ccccc1)C(c1cccc2ccccc12)n1c(=O)c(-c2cc3ccccc3[nH]2)nc2ccccc21 (stereo unspecified)
  -25	-4
COC(=O)[C@@]12C[C@@H](CC(=O)N3CCOCC3)C(=O)N(Cc3cccc4ccccc34)C1=CCC(C)(C)C2
  -12	10
Cc1cccc(C)c1NC(=O)C(CCc1ccccc1)N1CCN(C)CC1 (stereo unspecified)
  -15	-1
CCCc1c(-c2ccc(Cl)cc2)ncn1Cc1cccc(-c2ccccc2)c1
  -6	5
CC(C)(C)C(c1nc2ccccc2[nH]1)n1c(-c2ccco2)nc2ccccc21 (stereo unspecified)
  -6	3
O=C(C(=O)N1CCN(C(=O)OCc2ccccc2)CC1)c1cccnc1
  -6	-5
Cc1cc2c(cc1C)-n1nnnc1C(N1CCCC1)C(=O)N2 (stereo unspecified)
  -7	-4
CSCCC(c1nc2ccccc2[nH]1)n1c(/C=C/c2ccc(F)c(F)c2)nc2ccccc21 (stereo unspecified)
  -3	-196
CCOC(=O)[C@]12CCCC=C1N(CCc1ccc(OC)c(OC)c1)C(=O)[C@H](CC(=O)NCCc1ccccc1OC)C2
  -6	1
Cc1ccc(S(=O)(=O)N2[C@@H](Cc3ccccc3)CO[C@H]2CC(=O)c2ccc(F)cc2)cc1
  -7	-10
COc1ccc(C(C(=O)NC(C)(C)C)n2c(=O)c(-c3cc4ccccc4[nH]3)nc3ccccc32)cc1 (stereo unspecified)
  -5	-29
CCCCCNC(=O)C(c1ccc(OC)cc1)n1c(=O)c(-c2cc3ccccc3[nH]2)nc2ccccc21 (stereo unspecified)
  -33	-1
CCCCNC(=O)C(NC(=O)c1cnccn1)C(=O)c1ccccc1 (stereo unspecified)
  -7	9
CCOC1=C2CN(S(=O)(=O)c3ccc(C)cc3)C(c3ccc(CC)cc3)CC2n2c(=O)n(-c3ccccc3)c(=O)n2C1 (stereo unspecified)
  -5	-9
O=C(NC1CCCC1)c1nc(-c2ccco2)oc1-c1ccccc1
  -9	-33
CCC(C(=O)NCc1ccccc1)n1c(Cc2cc(F)cc(F)c2)nc2ccccc21 (stereo unspecified)
  -9	10
O=C(NCc1ccccc1)C(CCc1ccccc1)n1c(=O)c(-c2cc3ccccc3[nH]2)nc2ccccc21 (stereo unspecified)
  -5	-21
CN1C(=O)[C@@](O)(c2cn(C)c3ccccc23)c2cc(F)ccc21
  -6	15
CN1C(=O)[C@@](O)(c2cn(C)c3ccccc23)c2ccccc21
  -9	11
O=C(Nc1ccc(F)cc1)C(c1cc2ccccc2o1)N1CCN(c2cccc(C(F)(F)F)n2)CC1 (stereo unspecified)
  -9	12
COc1ccc(CN2C(=O)CSCC2(C)C(=O)NC(C)C)cc1 (stereo unspecified)
  -9	10
CCOC(=O)[C@]12CCCC=C1N(CCC1=CCCCC1)C(=O)[C@H](CC(=O)NCCCN1CCCC1=O)C2
  -6	-11

The listing continues:
Values run as follows: CaV13 FRET inh	HIF-2a inh
CC(C)(C)OC(=O)NCCc1nc(NC(=O)OCc2ccccc2)sc1C(=O)O
  -11	9
O=C(NCc1ccccc1)C(C1CC1)n1c(Cc2cc(F)cc(F)c2)nc2ccccc21 (stereo unspecified)
  -9	12
CCCCOCCCNC(=O)C[C@@H]1C[C@@]2(C(=O)OC)CCCCC=C2N(Cc2ccc3c(c2)OCO3)C1=O
  -4	2
CC(C)(C)NC(=O)C(c1ccncc1)n1c(=O)c(-c2ccco2)nc2ccccc21 (stereo unspecified)
  -12	-12
COC(=O)[C@@]12C[C@@H](CC(=O)NCc3ccc(C)o3)C(=O)N(Cc3ccccc3)C1=CCC(C)(C)C2
  -11	-1
Nc1nc2ncccn2c1-c1ccc(F)c(F)c1
  -7	-2
O=C(C[C@H]1CC[C@H]2[C@@H](COC[C@@H](O)CN2S(=O)(=O)c2ccc(F)cc2)O1)N[C@@H]1CCN(Cc2ccccc2)C1
  -17	9
COc1ccc(C2=Nc3ccccc3N(C(=O)c3cc(Cl)cc(Cl)c3)C2C(=O)NCc2ccccc2)cc1 (stereo unspecified)
  -6	-29
CCOC(=O)[C@]12CCCC=C1N(Cc1ccccc1)C(=O)[C@H](CC(=O)N1CCN(C(=O)C3CC3)CC1)C2
  -16	2
Cc1ccc(S(=O)(=O)N2CC3C(=O)C[C@@H](c4ccccc4)N(S(=O)(=O)c4cccc(Cl)c4)C3CC2c2ccccc2)cc1 (stereo partly specified)
  -6	2
O=C(Nc1ccc2ccccc2c1)C(c1ccccc1F)n1c(=O)c(-c2cc3ccccc3[nH]2)nc2ccccc21 (stereo unspecified)
  -15	-32
COc1cccc(C(C(=O)NC2CCCC2)N2CCN(c3ncccc3C#N)CC2)c1OC (stereo unspecified)
  -8	0
COC(=O)C1=CN(c2ccc(C(C)(C)C)cc2)C(N)=C(C#N)C1c1cccc2ccccc12 (stereo unspecified)
  -7	-10
CCCCNC(=O)c1nc(-c2cccnc2OC)oc1-c1ccc(Cl)cc1
  -10	2
Cc1ccccc1CN1C(=O)CSCC1(C)C(=O)Nc1ccc2c(c1)OCCO2 (stereo unspecified)
  -6	3
COC(=O)C1(C(=O)OC)C[C@H](c2ccccc2)N(Cc2ccccc2OC)[C@@H]1c1ccccc1
  -9	1
O=C1Nc2ccccc2-c2nnnn2C1N1CCCC1 (stereo unspecified)
  -16	25
COc1ccc(NC(=O)N[C@H]2CC[C@@H](CC(=O)NC3CCC3)O[C@@H]2CO)cc1
  -4	2
O=C(NC1CCCC1)C(c1ccccc1)n1c(-c2ccc3c(c2)CCO3)nc2ccccc21 (stereo unspecified)
  -10	-10
O=C(C[C@@H]1CC[C@H](NC(=O)Cc2ccccn2)[C@@H](CO)O1)NCCc1ccccc1
  -6	0

Filtered by structure: those above containing sulfur (14)
Values run as follows: CaV13 FRET inh	HIF-2a inh
Cc1ccccc1S(=O)(=O)N1C[C@@H]2C(C(=O)C[C@@H]3C(=O)N(C)C(=O)[C@@H]32)[C@@H]1c1ccc(Cl)cc1 (stereo partly specified)
  -8	8
COCCN1C(=O)CSCC1(C)C(=O)NC(C)C (stereo unspecified)
  -11	5
O=C(NC1CCCC1)C(c1ccccc1)n1c(-c2cccs2)nc2ccccc21 (stereo unspecified)
  -17	-2
CSCCC(C(=O)NC(C)(C)C)n1c(-c2ccc(C)cc2)nc2ccccc21 (stereo unspecified)
  -9	-164
CC1(C(=O)NCc2ccccc2)CSCC(=O)N1Cc1cccc(C(F)(F)F)c1 (stereo unspecified)
  -6	20
COC(=O)C1(C(=O)OC)c2ccccc2N(S(=O)(=O)c2ccc(C)cc2)C1CC(=O)c1ccccc1 (stereo unspecified)
  -14	-2
CSCCC(c1nc2ccccc2[nH]1)n1c(/C=C/c2ccc(F)c(F)c2)nc2ccccc21 (stereo unspecified)
  -3	-196
Cc1ccc(S(=O)(=O)N2[C@@H](Cc3ccccc3)CO[C@H]2CC(=O)c2ccc(F)cc2)cc1
  -7	-10
CCOC1=C2CN(S(=O)(=O)c3ccc(C)cc3)C(c3ccc(CC)cc3)CC2n2c(=O)n(-c3ccccc3)c(=O)n2C1 (stereo unspecified)
  -5	-9
COc1ccc(CN2C(=O)CSCC2(C)C(=O)NC(C)C)cc1 (stereo unspecified)
  -9	10
CC(C)(C)OC(=O)NCCc1nc(NC(=O)OCc2ccccc2)sc1C(=O)O
  -11	9
O=C(C[C@H]1CC[C@H]2[C@@H](COC[C@@H](O)CN2S(=O)(=O)c2ccc(F)cc2)O1)N[C@@H]1CCN(Cc2ccccc2)C1
  -17	9
Cc1ccc(S(=O)(=O)N2CC3C(=O)C[C@@H](c4ccccc4)N(S(=O)(=O)c4cccc(Cl)c4)C3CC2c2ccccc2)cc1 (stereo partly specified)
  -6	2
Cc1ccccc1CN1C(=O)CSCC1(C)C(=O)Nc1ccc2c(c1)OCCO2 (stereo unspecified)
  -6	3

Further compounds:
Values run as follows: CaV13 FRET inh	HIF-2a inh
Cc1cccc(N2CCN(C(C(=O)NCc3ccccc3)c3ccc(F)cc3)CC2)c1C (stereo unspecified)
  -7	-7
COc1ccc(C(=O)NCCNc2nc3cc(C)cc(C)c3cc2C#N)c(OC)c1
  -9	66*
O=C(Nc1ccc(F)cc1)N[C@H]1CC[C@H](CCNS(=O)(=O)c2cccc(Cl)c2)O[C@@H]1CO
  -4	-7
COc1ccc(N2c3ccccc3CN(Cc3ccccc3)[C@@H](C)[C@H]2Cc2c(C)cccc2C)cc1
  -7	2
COc1ccc(C(C(=O)Nc2ccc3c(c2)OCCO3)n2c(=O)c(-c3ccco3)nc3ccccc32)cc1 (stereo unspecified)
  -11	-54
CC(C)c1cc(Cn2c3ccccc3c(=O)n2C(C)Cn2cc(CCc3ccccc3)nn2)on1 (stereo unspecified)
  -16	22
CCCNC(=O)N[C@H]1C=C[C@H](CC(=O)OC)O[C@@H]1CO
  -5	14
CCOC(=O)[C@]12CCCC=C1N(CCC1=CCCCC1)C(=O)[C@H](CC(=O)N1CCCC1)C2
  -14	-16
COCCN1C(=O)CN(S(C)(=O)=O)CC1(C)C(=O)Nc1c(C)cccc1C (stereo unspecified)
  -7	-3
Cc1cccc(C)c1NC(=O)C1(C)CN(S(C)(=O)=O)CC(=O)N1CCOc1ccccc1 (stereo unspecified)
  -14	9
